Screening data: PubChem, several laboratories
Rac1 wt modul: modulators of human Rac1 wildtype GTP binding; P63000; 0.27% of 190,000 active; GTP binding activity (% of control), % at 10 µM; GST-Rac1 beads, fluorescent GTP binding, flow cytometry; actives lie on both sides; 0 = cold GTP competed, 100 = untreated; AID 757;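 active = GTP binding activity at least 20 points away from the 100% control level, either lower or higher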
Rab7 wt modul: dog Rab7 wildtype GTP binding, inhibitors and activators. GST-Rab7 beads, fluorescent GTP binding, flow cytometry; actives lie on both sides; untreated = 100%, excess cold GTP = 0%. GTP binding activity (percent of control), % at 10 µM. 0.055% of 190,000 active;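 active = fluorescent GTP binding to Rab7 beads changed by at least 20 points from the 100% baseline, either direction, mostly lower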;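 note: median green fluorescence of bound Bodipy-FL-GTP per Rab7 bead population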
Pf gametocyte: kills late stage P. falciparum gametocytes. P. falciparum stage V gametocytes, ATP luminescence, 24 h. inhibition, % at 10.9 µM. 0.065% of 150,000 active;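 active = inhibition above the mean plus 3 SD of compounds within the control limits, set per campaign, cut at about 38% in these data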;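 note: 0% = DMSO wells and 100% = medium only without gametocytes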
Mcl1-Bid inh: disrupts binding of human Mcl-1 to Bid peptide. Q07820. TR-FRET Mcl-1/Bid-Dy647 peptide binding, 1536-well. 0.97% of 220,000 active. inhibition, % at 21.7 µM;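 active = compounds that cut the binding signal by more than half at the single screening dose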;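 note: His-tagged Mcl-1 with europium anti-His antibody binding Bid BH3 peptide; 0% = Mcl-1 plus peptide wells and 100% = peptide-only wells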
Target sequence (Q07820 whole entry, looked up): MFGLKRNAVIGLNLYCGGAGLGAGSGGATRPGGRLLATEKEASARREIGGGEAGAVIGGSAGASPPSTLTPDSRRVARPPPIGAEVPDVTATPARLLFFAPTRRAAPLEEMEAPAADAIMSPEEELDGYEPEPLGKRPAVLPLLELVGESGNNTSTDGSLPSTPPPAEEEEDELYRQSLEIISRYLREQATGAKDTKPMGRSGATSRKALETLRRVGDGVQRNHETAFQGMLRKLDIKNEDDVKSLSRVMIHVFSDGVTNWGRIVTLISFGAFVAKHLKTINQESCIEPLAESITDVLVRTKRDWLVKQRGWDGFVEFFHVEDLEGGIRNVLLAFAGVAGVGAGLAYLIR
Avidin bead fluor: avidin bead compound fluorescence profile | 0.38% of 220,000 active | fluorescence (KMESF) at 10 µM | Avidin beads, compound fluorescence 488/530 nm, flow cytometry; active compounds read high | AID 1775; in the data active = fluorescence above about 47; note: inactives centre near 10
Rab2A wt mod: changes GTP binding to wildtype dog Rab2A, up or down; GST-Rab2 wt beads, Bodipy-GTP binding, flow cytometry; 0.19% of 190,000 active; GTP binding activity, % at 10 µM; P61105;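 active = GTP binding activity at least 20 points away from 100%, either lowered or raised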;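 note: 0% = beads with excess unlabeled GTP and 100% = no-compound control corrected for plate trend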
HRas wt GTP bind: changes GTP binding to wildtype human HRas; P01112; GST-Ras wt beads, Bodipy-FL-GTP binding, flow cytometry; actives lie on both sides; GTP binding activity, % at 10 µM; 0.14% of 190,000 active; AID 759;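 active = GTP binding activity at least 20% away from the 100% baseline, either lowered as inhibitor or raised as activator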;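 note: 0% = unlabeled GTP competition control and 100% = no-compound control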
Target sequence (P01112 whole entry, looked up): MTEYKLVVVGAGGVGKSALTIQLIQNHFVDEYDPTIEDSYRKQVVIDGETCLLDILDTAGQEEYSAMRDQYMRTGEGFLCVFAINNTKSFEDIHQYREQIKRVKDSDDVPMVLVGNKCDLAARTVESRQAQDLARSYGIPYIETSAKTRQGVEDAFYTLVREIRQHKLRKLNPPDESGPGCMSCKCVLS
GSH bead fluor: GSH bead compound fluorescence profile; GSH beads flow cytometry, compound fluorescence 488/530 nm; active compounds read high; fluorescence (KMESF) at 10 µM; 0.25% of 190,000 active; AID 1776; in the data active = fluorescence above about 89;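 note: glutathione beads carrying GST-tagged Bcl family fusion proteins plus one bare bead set; values are compound well signal with DMSO vehicle wells as background; inactives centre near 16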
Mcl1 Noxa PPI: disrupts binding of human Mcl-1 to Noxa peptide. Q07820. TR-FRET Mcl-1/Noxa peptide binding, 2 h. inhibition, % at 21.7 µM. 1.5% of 220,000 active. AID 1022;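 active = compounds that cut the protein-peptide binding signal by more than 50% relative to plate controls in a single-dose test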;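 note: His-tagged Mcl-1 with rhodamine Noxa BH3 peptide and terbium anti-His antibody; 0% = Mcl-1 plus Noxa peptide wells and 100% = peptide-only wells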
Rac1 act GTP bind: modulators of GTP binding to human Rac1 activated mutant. P63000. GST-Rac1 activated beads, fluorescent GTP binding, flow cytometry; actives lie on both sides; 100% means binding = to untreated wells. percent activity (GTP binding), % at 10 µM. 0.11% of 190,000 active. AID 764;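 active = GTP binding at least 20 percentage points away from the 100% baseline, in either direction, so actives lie on both sides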
Cdc42 wt: modulators (inhibitors or activators) of GTP binding to human Cdc42 wildtype; P60953; GST-Cdc42 beads, Bodipy-GTP binding, flow cytometry; actives lie on both sides; percent activity (GTP binding), % at 10 µM; 0.2% of 190,000 active; AID 761;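 active = percent activity GTP binding at least 20 points away from the 100% baseline, either down as inhibitor or up as activator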;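 note: median bead fluorescence of bound Bodipy-FL-GTP at 100 nM; 0% = excess unlabeled GTP control and 100% = no compound control; below 100% means less GTP binding so inhibitor and above means activator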
Target sequence (P60953 whole entry, looked up): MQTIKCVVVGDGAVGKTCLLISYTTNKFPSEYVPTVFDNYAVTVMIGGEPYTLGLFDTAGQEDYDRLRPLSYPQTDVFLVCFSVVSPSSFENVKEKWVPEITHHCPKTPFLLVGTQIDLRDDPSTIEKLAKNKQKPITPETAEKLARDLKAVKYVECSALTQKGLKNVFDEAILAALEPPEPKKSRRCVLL
Starred values were filed as active, the others as inactive.

What do the screens show for `CN1CCN(NS(=O)(=O)c2cccs2)CC1`?
Rac1 wt modul: 109; Rab7 wt modul: 101; Mcl1-Bid inh: -46; Avidin bead fluor: 11; Rab2A wt mod: 103; HRas wt GTP bind: 105; GSH bead fluor: 5; Mcl1 Noxa PPI: -2; Rac1 act GTP bind: 102; Cdc42 wt: 106

How did CN(Cc1cnn(C)c1)Cc1nc(Cc2ccccc2Cl)no1 do in these assays?
Rac1 wt modul: 101; Rab7 wt modul: 103; Pf gametocyte: 7; Mcl1-Bid inh: -2; Avidin bead fluor: 8; Rab2A wt mod: 100; HRas wt GTP bind: 98; GSH bead fluor: 9; Mcl1 Noxa PPI: 4; Rac1 act GTP bind: 95; Cdc42 wt: 98

What do the screens show for `COc1ccccc1NCCC(=O)OCC(=O)Nc1ccc(Cl)cn1`?
Rac1 wt modul: 92; Rab7 wt modul: 89; Mcl1-Bid inh: -18; Avidin bead fluor: 16; Rab2A wt mod: 93; HRas wt GTP bind: 95; GSH bead fluor: 26; Mcl1 Noxa PPI: 13; Rac1 act GTP bind: 93; Cdc42 wt: 95

How did CCn1cc([N+](=O)[O-])c(C(=O)N2CCCC2)n1 do in these assays?
Rac1 wt modul: 102; Rab7 wt modul: 97; Pf gametocyte: 14; Mcl1-Bid inh: -7; Avidin bead fluor: 14; Rab2A wt mod: 104; HRas wt GTP bind: 105; GSH bead fluor: 22; Mcl1 Noxa PPI: -25; Rac1 act GTP bind: 101; Cdc42 wt: 103

Results for CCCC(C(=O)OCC)P(=O)(c1ccccc1)c1ccccc1 (centres undefined) ?
Rac1 wt modul: 100; Rab7 wt modul: 98; Pf gametocyte: -13; Mcl1-Bid inh: -20; Avidin bead fluor: 13; Rab2A wt mod: 99; HRas wt GTP bind: 102; GSH bead fluor: 46; Mcl1 Noxa PPI: -10; Rac1 act GTP bind: 99; Cdc42 wt: 109

Results for COc1ccc(Nc2nc(N)nc(CN(C)C3CCCCC3)n2)cc1 ?
Rac1 wt modul: 98; Rab7 wt modul: 90; Mcl1-Bid inh: -16; Avidin bead fluor: 28; Rab2A wt mod: 96; HRas wt GTP bind: 96; GSH bead fluor: 8; Mcl1 Noxa PPI: -2; Rac1 act GTP bind: 98; Cdc42 wt: 97

Results for CCOc1ccc(C2C(C#N)=C(N)Oc3cc(C)oc(=O)c32)cc1 (centres undefined) ?
Rac1 wt modul: 98; Rab7 wt modul: 107; Pf gametocyte: -11; Mcl1-Bid inh: -18; Avidin bead fluor: 21; Rab2A wt mod: 101; HRas wt GTP bind: 100; GSH bead fluor: 11; Mcl1 Noxa PPI: 4; Rac1 act GTP bind: 96; Cdc42 wt: 96

What do the screens show for `CNC(=O)N(O)C1N(NC(=O)Nc2cccc3ccccc23)C(=S)SC1(C)C` (centres undefined)?
Rac1 wt modul: 103; Rab7 wt modul: 103; Pf gametocyte: -6; Mcl1-Bid inh: -18; Avidin bead fluor: 17; Rab2A wt mod: 101; HRas wt GTP bind: 102; GSH bead fluor: 17; Mcl1 Noxa PPI: 0; Rac1 act GTP bind: 101; Cdc42 wt: 100

Results for C/C(CC(=O)Nc1ccccc1)=N\NC(=O)COc1ccc(C)cc1Br ?
Rac1 wt modul: 93; Rab7 wt modul: 103; Mcl1-Bid inh: -7; Avidin bead fluor: 5; Rab2A wt mod: 94; HRas wt GTP bind: 94; GSH bead fluor: 13; Mcl1 Noxa PPI: 9; Rac1 act GTP bind: 90; Cdc42 wt: 94

What do the screens show for `CN1CCN(S(=O)(=O)c2ccc(Sc3nnnn3-c3ccccc3)c([N+](=O)[O-])c2)CC1`?
Rac1 wt modul: 110; Rab7 wt modul: 102; Mcl1-Bid inh: -13; Avidin bead fluor: 12; Rab2A wt mod: 103; HRas wt GTP bind: 102; GSH bead fluor: 27; Mcl1 Noxa PPI: 11; Rac1 act GTP bind: 99; Cdc42 wt: 102

What do the screens show for `Cc1nc2scc(-c3ccc(C(C)(C)C)cc3)c2c(=O)n1N`?
Rac1 wt modul: 100; Rab7 wt modul: 100; Pf gametocyte: 14; Mcl1-Bid inh: -14; Avidin bead fluor: 22; Rab2A wt mod: 99; HRas wt GTP bind: 96; GSH bead fluor: 12; Mcl1 Noxa PPI: 1; Rac1 act GTP bind: 97; Cdc42 wt: 98

How did O=c1[nH]c(-c2ccncc2)nc2ccccc12 do in these assays?
Rac1 wt modul: 107; Rab7 wt modul: 98; Mcl1-Bid inh: -19; Avidin bead fluor: 7; Rab2A wt mod: 99; HRas wt GTP bind: 101; GSH bead fluor: 18; Mcl1 Noxa PPI: -6; Rac1 act GTP bind: 102; Cdc42 wt: 101

Retrieved one by one from the entries so far:
Results for CCOc1ccc(C2C(C#N)=C(N)Oc3cc(C)oc(=O)c32)cc1 (centres undefined) ?
Rac1 wt modul: 98; Rab7 wt modul: 107; Pf gametocyte: -11; Mcl1-Bid inh: -18; Avidin bead fluor: 21; Rab2A wt mod: 101; HRas wt GTP bind: 100; GSH bead fluor: 11; Mcl1 Noxa PPI: 4; Rac1 act GTP bind: 96; Cdc42 wt: 96

What do the screens show for `COc1ccccc1NCCC(=O)OCC(=O)Nc1ccc(Cl)cn1`?
Rac1 wt modul: 92; Rab7 wt modul: 89; Mcl1-Bid inh: -18; Avidin bead fluor: 16; Rab2A wt mod: 93; HRas wt GTP bind: 95; GSH bead fluor: 26; Mcl1 Noxa PPI: 13; Rac1 act GTP bind: 93; Cdc42 wt: 95

Following part:
How did Cc1nc(N(C)C)ncc1C(=O)O do in these assays?
Rac1 wt modul: 103; Rab7 wt modul: 98; Pf gametocyte: 11; Mcl1-Bid inh: 1; Avidin bead fluor: 27; Rab2A wt mod: 98; HRas wt GTP bind: 97; GSH bead fluor: 19; Mcl1 Noxa PPI: 24; Rac1 act GTP bind: 95; Cdc42 wt: 102

How did FC(F)Sc1ccc(NC(=S)NC2CCCC2)cc1 do in these assays?
Rac1 wt modul: 103; Rab7 wt modul: 95; Pf gametocyte: -8; Mcl1-Bid inh: -34; Avidin bead fluor: 21; Rab2A wt mod: 98; HRas wt GTP bind: 97; GSH bead fluor: 14; Mcl1 Noxa PPI: 3; Rac1 act GTP bind: 97; Cdc42 wt: 97

How did Cc1cc(N2CCN(c3nc(-c4ccccc4)cs3)CC2)c2ccccc2n1 do in these assays?
Rac1 wt modul: 105; Rab7 wt modul: 97; Pf gametocyte: -6; Mcl1-Bid inh: -54; Avidin bead fluor: 11; Rab2A wt mod: 100; HRas wt GTP bind: 101; GSH bead fluor: 21; Mcl1 Noxa PPI: -12; Rac1 act GTP bind: 102; Cdc42 wt: 99

What do the screens show for `CC(=O)NCc1nc2ccccc2n1C(C)C`?
Rac1 wt modul: 108; Rab7 wt modul: 105; Mcl1-Bid inh: 4; Avidin bead fluor: 8; Rab2A wt mod: 104; HRas wt GTP bind: 104; GSH bead fluor: 26; Mcl1 Noxa PPI: 3; Rac1 act GTP bind: 101; Cdc42 wt: 105

What do the screens show for `Cc1cccn2cc(-c3ccc(S(=O)(=O)N4CCCCC4)cc3)nc12`?
Rac1 wt modul: 95; Rab7 wt modul: 103; Pf gametocyte: 9; Mcl1-Bid inh: -35; Avidin bead fluor: 21; Rab2A wt mod: 97; HRas wt GTP bind: 101; GSH bead fluor: 10; Mcl1 Noxa PPI: 10; Rac1 act GTP bind: 95; Cdc42 wt: 99

How did CCN(CC)CC#CC(C)OCOCC#CCOC (centres undefined) do in these assays?
Rac1 wt modul: 106; Rab7 wt modul: 102; Mcl1-Bid inh: 2; Avidin bead fluor: 6; Rab2A wt mod: 103; HRas wt GTP bind: 104; GSH bead fluor: 34; Mcl1 Noxa PPI: -7; Rac1 act GTP bind: 100; Cdc42 wt: 104

What do the screens show for `CC(C)(C)c1n[nH]c(=S)n(/N=C/c2cccs2)c1=O`?
Rac1 wt modul: 102; Rab7 wt modul: 99; Mcl1-Bid inh: -18; Avidin bead fluor: 6; Rab2A wt mod: 99; HRas wt GTP bind: 99; GSH bead fluor: 11; Mcl1 Noxa PPI: -3; Rac1 act GTP bind: 99; Cdc42 wt: 102

What do the screens show for `COCCn1c(SCC(=O)c2ccc3c(c2)OCCO3)nnc1-c1ccco1`?
Rac1 wt modul: 103; Rab7 wt modul: 102; Pf gametocyte: 16; Mcl1-Bid inh: 25; Avidin bead fluor: 19; Rab2A wt mod: 101; HRas wt GTP bind: 100; GSH bead fluor: 37; Mcl1 Noxa PPI: 13; Rac1 act GTP bind: 97; Cdc42 wt: 102

How did C/C(=N\OC(=O)c1cccc(C(F)(F)F)c1)c1sc(-c2ccccc2)nc1C do in these assays?
Rac1 wt modul: 101; Rab7 wt modul: 98; Pf gametocyte: 4; Mcl1-Bid inh: -31; Avidin bead fluor: 15; Rab2A wt mod: 99; HRas wt GTP bind: 100; GSH bead fluor: 32; Mcl1 Noxa PPI: 4; Rac1 act GTP bind: 101; Cdc42 wt: 101

What do the screens show for `Cc1ccc(S(=O)(=O)NCC(=O)OCC(=O)NC(=O)NC2CCCC2)cc1`?
Rac1 wt modul: 99; Rab7 wt modul: 95; Pf gametocyte: -2; Mcl1-Bid inh: -15; Avidin bead fluor: 8; Rab2A wt mod: 97; HRas wt GTP bind: 99; GSH bead fluor: 10; Mcl1 Noxa PPI: 2; Rac1 act GTP bind: 95; Cdc42 wt: 99

Results for COC(=O)c1cc(NC(=O)CSc2nnc(N)s2)ccc1Cl ?
Rac1 wt modul: 100; Rab7 wt modul: 103; Mcl1-Bid inh: -17; Avidin bead fluor: 11; Rab2A wt mod: 97; HRas wt GTP bind: 100; GSH bead fluor: 19; Mcl1 Noxa PPI: 16; Rac1 act GTP bind: 99; Cdc42 wt: 94

What do the screens show for `CCOc1ccc(C(=O)NC(=S)N(Cc2ccccc2)Cc2ccccc2)cc1`?
Rac1 wt modul: 102; Rab7 wt modul: 99; Mcl1-Bid inh: -70; Avidin bead fluor: 15; Rab2A wt mod: 101; HRas wt GTP bind: 101; GSH bead fluor: 10; Mcl1 Noxa PPI: -95; Rac1 act GTP bind: 96; Cdc42 wt: 101

How did Cc1ccc(N(Cc2cc3ccccc3[nH]c2=O)C(=O)c2ccco2)c(C)c1 do in these assays?
Rac1 wt modul: 98; Rab7 wt modul: 98; Mcl1-Bid inh: 1; Avidin bead fluor: 2; Rab2A wt mod: 98; HRas wt GTP bind: 97; GSH bead fluor: 24; Mcl1 Noxa PPI: 11; Rac1 act GTP bind: 97; Cdc42 wt: 96

What do the screens show for `COc1cc(C(=O)NC(C(=O)Nc2cccc(C(C)=O)c2)C(C)C)cc(OC)c1OC` (centres undefined)?
Rac1 wt modul: 96; Rab7 wt modul: 98; Pf gametocyte: 1; Mcl1-Bid inh: -22; Avidin bead fluor: 21; Rab2A wt mod: 97; HRas wt GTP bind: 95; GSH bead fluor: 11; Mcl1 Noxa PPI: -15; Rac1 act GTP bind: 94; Cdc42 wt: 97
